High-throughput results (PubChem)
TNAP activation fold – human TNAP enzyme activators, primary screen, biochemical, luminescent, no phosphate acceptor, uHTS (AID 1001). activation fold at 20 µM, or EC50 in µM where a hit was titrated. purified TNAP, luminescent activation assay, no phosphate acceptor; higher activation fold means a stronger effect. 0.03% of 200,000 active; in the data active = activation fold from about 3, or a potency from the dose series; inactive = the rest, 99 in 100 with activation fold below about 1.6; also: many of its hits are not listed in these tables
PMI inhibitors – MPI enzyme activity inhibition – biochemical, fluorescence intensity, coupled assay, primary screen (AID 1209); one-dose inhibition, % at 20 µM; IC50 in µM for titrated hits; 0.42% of 190,000 active; purified PMI enzyme, coupled fluorescence intensity; higher % means a stronger effect;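 also: plate controls were DMSO vehicle for no effect and wells lacking substrate for full effect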
XIAP displacement – small molecules displacing peptide from XIAP – biochemical, IAP family, fluorescence polarization (AID 1018). XIAP BIR domain, fluorescence polarization peptide displacement; higher % means a stronger effect. 0.007% of 200,000 active. displacement, % at 20 µM, or IC50 in µM where a hit was titrated; in the data active = displacement above about 50%; also: a part of the inactive calls stands beside numbers as strong as those of hits
K1F lysis inhibition – protection from phage-mediated lysis, alamar blue read-out – E. coli UTI89, K1F phage, bacterial capsule biogenesis inhibitors (AID 488966) | E. coli UTI89 K1F phage lysis, alamar blue, 2 h; higher % means a stronger effect | inhibition, % at 100 µM, or IC50 in µM where a hit was titrated | 0.02% of 340,000 active;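 active = phage lysis inhibition, versus mean bacterial control, above a set limit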;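 also: capsule biogenesis inhibitors block K1F phage lysis so surviving cells raise fluorescence; higher fluorescence means more inhibition of phage lysis; actives were called in the ten point dose series up to 300 µM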
Hep lipid drop – modulators of hepatic lipid droplet formation; AML12 mouse hepatocytes, oleate lipid droplets, BODIPY imaging; AID 1656; 0.4% of 240,000 active; inhibition, % at 6.5 µM;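 active = lipid droplet intensity inhibited by at least 50%, with more than 500 cells counted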
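Material – mouse AML12 hepatocyte cell line, fixed after treatment · Compound dosing – one dose, 6.5 µM compound · Times – compound with oleate, overnight · Measured by – Image-based BODIPY and DAPI two-channel analysis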
PMI inhibition – human PMI inhibitors, high substrate, primary screen, biochemical, fluorescence intensity, high mannose 6-phosphate (AID 1220); recombinant PMI enzyme, coupled fluorescence intensity; higher % means a stronger effect; inhibition, % at 20 µM, or IC50 in µM where a hit was titrated; 0.66% of 190,000 active
P. falciparum M17LAP – P. falciparum M17LAP inhibitors, primary screen, biochemical, fluorogenic H-Leu-NHMec substrate, 1536-well (AID 1619); recombinant M17LAP, H-Leu-NHMec fluorogenic kinetic assay; higher % means a stronger effect; 0.38% of 220,000 active; inhibition, % at 30 µM, or IC50 in µM where a hit was titrated;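 active = compound inhibiting the enzyme by more than half at any dose during confirmatory dose-response retesting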;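 also: plate controls were full reaction with DMSO carrier for no effect and no enzyme background for full effect; strong numbers were not always called active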
M1AAP inhibition – malaria alanyl aminopeptidase activity blockers – biochemical, fluorogenic H-Leu-NHMec substrate, 1536-well (AID 1445); recombinant M1AAP, H-Leu-NHMec fluorogenic kinetic assay; higher % means a stronger effect; inhibition, % at 30 µM, or IC50 in µM where a hit was titrated; 0.42% of 220,000 active;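 active = primary inhibition above the hit cutoff, then over 50% inhibition at one or more dose response concentrations, cut at about 23% in these data, passing the limit was not always enough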;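 also: plate controls were DMSO full reaction for no effect and no enzyme background for full effect; strong numbers were not always called active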
Siah-1 displacement – blockers of Siah-1 interaction with plectin peptide – biochemical, fluorescence polarization, rhodamine-plectin, uHTS, primary screen (AID 1817); displacement, % at 20 µM; hits with a dose series show IC50 in µM; Siah-1 / rhodamine-plectin peptide fluorescence polarization; higher % means a stronger effect; 0.02% of 290,000 active;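 active = displacement of at least 50% at 20 µM, with a fluorescence ratio check between 0.3 and a set limit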;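 also: plate controls were Siah plus tracer with DMSO for no effect and tracer alone without Siah for full effect; strong numbers were not always called active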
Hep lipid drop cells 6.5 µM – also measured in Hep lipid drop; calls as there; cell count; measured here: cell count, cytotoxicity flag;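 cells counted across two imaged fields per well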
Active calls of the source: *; i = inactive; / = no result given; [ ] = remark or other dose. Rule as the data show it, unless noted: active = inhibition above about 50%; inactive = the rest. Rows are unselected. Share with any hit: about 1.9%.

SMILES	TNAP activation fold	PMI inhibitors	XIAP displacement	K1F lysis inhibition	Hep lipid drop	Hep lipid drop cells 6.5 µM	PMI inhibition	P. falciparum M17LAP	M1AAP inhibition	Siah-1 displacement
CCSc1nnc(NC(=O)C(C)C)s1	1.1	-2%	-3.7%	-1.0%	/	/	1%	5%	0%	-1%
CCOC(=O)c1cc(C)[nH]c(=O)c1C#N	/	/	/	0.1%	4	733	/	-211%	5%	-3%
N#C/C(=C/c1ccc(Br)o1)C(N)=S	/	/	/	/	2	744	/	19%	13%	-3%
CNC(=O)CCN(Cc1ccco1)S(=O)(=O)c1ccc(OC)c(OC)c1	/	/	/	-0.8%	5	688	/	-8%	-5%	-5%
Cc1nnc(SCc2cc(=O)[nH]c(N3CCN(Cc4ccccc4)CC3)n2)s1	1.1	16%	-8.5%	6.9%	-7	786	13%	-3%	2%	2%
COc1ccc(S(=O)(=O)Nc2ccc(N3CCOCC3)nc2)cc1	1.1	-4%	-5.6%	1.3%	3	677	10%	1%	4%	-3%
CCc1nnc(NC(=O)CSc2nnc(COc3ccc(C#N)cc3)n2-c2ccccc2)s1	1	7%	-5.5%	0.1%	/	/	-1%	-4%	4%	-1%
Cc1ccc(-c2csc(NC(=O)CCNC(=O)c3ccco3)n2)cc1	1.1	1%	-7.5%	0.1%	-4	718	8%	-1%	1%	6%
CC(C)Oc1ccc(C2CC(=O)N(c3cccc(C(=O)O)c3)C2=O)cc1 (stereo not given)	1.1	8%	-3.7%	0.4%	/	/	7%	38%	-4%	-1%
Cc1cc(N/N=C/c2ccc(O)c(C)c2O)nc(-c2ccccc2O)n1	2.6	21%	-1.8%	1.2%	25	531	33%	4%	4%	-13%

Record cards (already shown). Screens in order: TNAP activation fold | PMI inhibitors | XIAP displacement | K1F lysis inhibition | Hep lipid drop | Hep lipid drop cells 6.5 µM | PMI inhibition | P. falciparum M17LAP | M1AAP inhibition | Siah-1 displacement
COc1ccc(S(=O)(=O)Nc2ccc(N3CCOCC3)nc2)cc1 is listed with 1.1 | -4% | -5.6% | 1.3% | 3 | 677 | 10% | 1% | 4% | -3%
CCOC(=O)c1cc(C)[nH]c(=O)c1C#N is listed with / | / | / | 0.1% | 4 | 733 | / | -211% | 5% | -3%
Cc1nnc(SCc2cc(=O)[nH]c(N3CCN(Cc4ccccc4)CC3)n2)s1 is listed with 1.1 | 16% | -8.5% | 6.9% | -7 | 786 | 13% | -3% | 2% | 2%

Next section:
SMILES	TNAP activation fold	PMI inhibitors	XIAP displacement	K1F lysis inhibition	Hep lipid drop	Hep lipid drop cells 6.5 µM	PMI inhibition	P. falciparum M17LAP	M1AAP inhibition	Siah-1 displacement
O=[N+]([O-])c1ccc(-c2ccc(/C=N/Nc3nc(N4CCCC4)nc(N4CCCC4)n3)o2)cc1	0.8	-2%	-5.9%	-0.9%	0	700	35%	-1%	5%	-5%
Cc1ccc(C(c2nnnn2C2CCCC2)N2CCN3CCCC3C2)cc1 (stereo not given)	1.1	-7%	1.2%	3.8%	/	/	-2%	-8%	1%	6%
CCN(CC)S(=O)(=O)c1cccc(C(=O)N/N=C(\C)c2cccs2)c1	1.1	-7%	-2.1%	0.3%	-6	649	-11%	3%	2%	-2%
CN(C)c1ccc(NC(=O)CC2NCCNC2=O)cc1 (stereo not given)	1.1	6%	-2.3%	9.5%	11	771	2%	-11%	0%	0%
CC1CCC(C(C)C)C(OCC(O)CN2CCN(Cc3ccccc3)CC2)C1 (stereo not given)	1	1%	-4.0%	0.9%	/	/	-4%	10%	4%	1%
O=S(=O)(NCc1cccnc1)c1ccc2c(c1)OCCO2	1.1	1%	-2.1%	0.3%[50 µM]	16	726	3%	3%	6%	11%
CC(C)c1ccc[n+](-c2nc([O-])sc2C=O)c1	/	/	/	/	-6	733	/	6%	-3%	5%
O=C(NNS(=O)(=O)c1ccccc1[N+](=O)[O-])c1ccccc1[N+](=O)[O-]	1.1	-4%	-3.1%	-0.1%	-10	727	-3%	13%	0%	1%
Cc1[nH]n(-c2cccc(Cl)c2)c(=O)c1C=NC12CN3CN(CN(C3)C1)C2	1.1	8%	-0.4%	0.1%	/	/	2%	-3%	6%	2%
COc1cccc(NS(=O)(=O)c2cc(C)sc2C)c1	1	-7%	-1.1%	1.6%	-50	700	-3%	11%	12%	0%
Oc1ccc2ccccc2c1/C=N/Nc1ccccc1	1.1	-27%	-2.1%	-0.1%[50 µM]	4	593	-36%	0%	4%	12%
NC1=CC(=O)c2cccc3cccc1c23	0.9	17µM*	9.0%	/	/	/	44%	/	/	33%
CC(=O)N(C(C)=O)c1ccc2nc(C)[nH]c(=O)c2c1	1.1	23%	-7.1%	4.4%	7	726	12%	1%	-1%	4%
COc1cccc(OC)c1C(=O)Nc1ccc(CN2CCCCC2)cc1	1.1	6%	-4.9%	-0.1%	1	773	6%	-5%	-3%	-3%
Cc1sc(N/N=C/c2cccs2)nc1-c1ccccc1	1.4	6%	-3.2%	-1.0%	-2	586	-5%	1%	17%	-1%
COc1ccc(OC)c(NC(=O)CSc2nnc(C)n2Cc2ccccc2)c1	1.1	1%	0.2%	1.1%	-17	760	-1%	4%	-15%	-5%
Cc1ccc(-c2cc(=O)c3ccc(F)cc3[nH]2)cc1	1.1	-11%	-5.2%	-0.1%	26	754	-10%	-1%	4%	26%
O=C(N=Nc1c(O)n(C2OC(=O)c3ccccc32)c2ccccc12)c1ccc(O)cc1 (stereo not given)	1	0%	-2.4%	-0.5%	/	/	0%	2%	4%	2%
O=C1N/C(=C\c2ccsc2)C(=O)N1Cc1ccc(F)cc1	1	7%	-3.1%	1.2%[50 µM]	-2	529	-1%	-5%	3%	18%
CC1(C)CC(=O)C2=C(C1)Nc1ccccc1NC2c1nc2ccccc2[nH]1 (stereo not given)	0.9	-3%	-6.1%	-0.7%	/	/	-2%	27%	12%	-2%
O=C(COC(=O)CNC(=O)c1ccc(Br)o1)Nc1ccc2c(c1)OCCO2	1	-10%	-1.2%	0.5%	/	/	0%	3%	1%	-2%
CCc1cc2c(SCC(=O)NC(=O)c3cccn3C)ncnc2s1	1	2%	-3.0%	-1.2%	1	725	17%	5%	0%	2%
Cc1nc([N+](=O)[O-])c(Br)n1CC(=O)c1ccccc1	1.1	-1%	-7.9%	-0.6%	-9	753	-2%	6%	4%	-2%
Cc1ccc(-n2nc(C)cc2N)c(C)c1	1	9%	-6.2%	0.1%	-1	685	11%	-2%	1%	0%
CCOc1ccc(CNC(=O)C(CC)n2nc(C)n3c(cc4occc43)c2=O)cc1OC (stereo not given)	1.1	11%	-4.2%	0.2%	8	690	13%	17%	4%	6%
C=CCn1c(SCC(=O)N2CCOCC2)nc2scc(-c3ccco3)c2c1=O	0.9	0%	0.3%	-0.2%	/	/	10%	4%	16%	1%
Cc1ccc(S(=O)(=O)N2CN(Cc3ccco3)c3nc4ccccc4nc32)cc1C	0.9	-25%	-6.0%	0.9%	/	/	-43%	-1%	13%	10%
CC(C)(C)NC(=S)NCc1ccncc1	1.1	-2%	-3.5%	-0.1%	2	749	-6%	-2%	1%	6%
CC(=O)Nc1cccc(C(=O)OCc2ccccc2)c1	0.9	-5%	-9.0%	-0.6%	2	584	-2%	12%	2%	-1%
Cc1cnc(C)c(N2CCC(C(=O)NCc3ccco3)CC2)n1	1	7%	-2.8%	-0.8%	/	/	7%	12%	1%	-2%
COc1ccc(Oc2c(Cl)cnn(-c3ccc(C)cc3)c2=O)cc1	1.1	14%	0.0%	0.2%	-8	615	10%	-4%	0%	8%
Cc1nc2c(n1O)CCC/C2=N\O	1.1	-1%	-0.5%	0.6%	/	/	-1%	-7%	1%	-8%
CCc1c(C)nc2ncnn2c1N1CCC(C(=O)Nc2cccc(C(C)=O)c2)CC1	1	-7%	-2.6%	0.8%	/	/	-6%	4%	4%	0%
Nc1ccc(C(=O)OCC(=O)N2CCN(C(=O)c3ccco3)CC2)cc1[N+](=O)[O-]	1.2	-4%	0.8%	2.4%[50 µM]	0	625	-16%	-2%	3%	1%
S=C(NCc1ccc(Cl)cc1)NC1CCCCC1	1.2	10%	-2.6%	0.6%	0	616	4%	10%	2%	5%
Oc1ccc(-c2nncn2-c2ccccc2)cc1	1.1	-4%	-2.0%	0.2%	-2	711	3%	-2%	1%	-3%
Cc1ccc(-c2nnn(CC(=O)Nc3cccc4c3CCCC4)n2)o1	1.1	-4%	-1.1%	1.9%	/	/	1%	-1%	6%	-4%
CC(CCC(=O)Nc1nncs1)C(=O)O (stereo not given)	1.1	15%	-5.4%	-0.5%	-3	735	15%	11%	8%	0%
CN(C)c1nc(-c2ccccc2)nnc1C(F)(F)F	1	-9%	0.7%	0.5%	/	/	0%	-3%	3%	1%
CCCC(=O)NCCCc1nc2ccccc2n1CC	1	16%	-7.5%	-0.2%	-5	557	12%	5%	5%	3%
Cc1nn(CC#N)c(=O)n1-c1ccc(C(C)C)cc1	1	-8%	-5.7%	0.0%	15	684	-6%	-7%	6%	2%
CCOC(=O)N1CCC(NS(=O)(=O)c2ccc(C#N)cc2)CC1	/	/	/	/	6	632	/	-9%	-8%	-5%
O=C(CSc1nc2ccc(S(=O)(=O)N3CCOCC3)cc2[nH]1)N1CCOCC1	1.1	66%*	-3.8%	-1.2%	0	756	16%	-14%	-4%	-2%
Cc1cccc(NC(=O)C23CCC(C)(C(=O)O2)C3(C)C)c1 (stereo not given)	1.1	-13%	-8.6%	0.4%	15	671	-1%	0%	1%	12%
CCOC(=O)c1c(NC(=O)c2nn(CC)cc2Br)sc2c1CCCCC2	1	18%	-4.3%	7.6%	31	725	18%	-3%	9%	0%
COc1ccc(NC2c3ncccc3C(=O)N2Cc2cccs2)cc1 (stereo not given)	1	-4%	-4.3%	-1.2%	-3	714	-6%	-4%	2%	-5%
O=C(CCc1nc2ccccc2s1)OCc1ccccc1	1	-2%	-3.0%	3.0%	4	611	1%	-11%	-4%	-2%
COCCN(CC(=O)NCc1ccc(OC)cc1)C(=O)CCC(=O)Nc1nccs1	1.2	-2%	-4.3%	-0.1%	/	/	1%	10%	18%	3%
CCN(CC(=O)Nc1ccc(N2CCOCC2)cc1)CC(=O)NC(C)(C)C	1.1	4%	-5.8%	-0.1%	-4	671	12%	-1%	3%	10%
COc1ccccc1OCCC(=O)OCC(=O)c1c(N)n(C)c(=O)n(C)c1=O	1.1	7%	-4.4%	0.4%	-1	725	25%	-3%	-3%	2%
C=CCOc1ccc(C2C(C(=O)c3ccco3)=C(O)C(=O)N2c2nnc(C)s2)cc1 (stereo not given)	1	/	-9.6%	0.0%	-4	589	/	37%	12%	-1%
CC(=O)Nc1ccc(S(=O)(=O)NNC(=O)COc2ccc(C)cc2)cc1	1	1%	-6.0%	3.6%	3	640	3%	1%	-1%	5%
O=C(Nc1ccc(Cl)cc1)OCc1cn(-c2ccccc2)nn1	1.1	-10%	-4.7%	1.3%	/	/	-7%	7%	-1%	i
